Source: PubChem
Salmonella PhoP GFP: PhoP-dependent GFP reporter repression – Salmonella Typhimurium, primary screen (AID 1863); S. Typhimurium PhoP-regulated promoter GFP reporter, 4 h; higher % means a stronger effect; inhibition, % at 50 µM, or IC50 in µM where a hit was titrated; 300,000 compounds, 0.16% hits;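 active means inhibition over 29.93%, a cutoff 3 SD above the screen mean, later confirmed by dose response; inconclusive means inhibition over 29.93% but no dose response follow-up; inactive means inhibition at most 29.93% or unconfirmed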;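 further: 0% = low Mg2+ inducing control and 100% = high Mg2+ repressing control; strong numbers were not always called active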
MgcRacGAP inhibition: MgcRacGAP GTPase-activating activity inhibitors, confirmation, biochemical, ADP Hunter fluorescence. one-dose inhibition, % at 30 µM; IC50 in µM for titrated hits. MgcRacGAP-stimulated Rac1 GTP hydrolysis, ADP Hunter fluorescence; higher % means a stronger effect; GST-tagged Rac1 F28L mutant substrate. 340,000 compounds, 0.6% hits;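 active means first-screen hits whose inhibition reached a set limit at any dose in the follow-up dose series; inconclusive means inhibition above the set first-screen limit but never retested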;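 further: fluorescence reports GDP produced by GAP-driven GTP hydrolysis; strong numbers were not always called active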
RSV antiviral HEp-2: RSV antiviral activity via CPE protection, HEp-2 cells, primary 10 µM value included (AID 2391); CPE inhibition, % at 10 µM, or IC50 in µM where a hit was titrated; 310,000 compounds, 0.13% hits; HEp-2 cells, RSV-induced CPE inhibition; higher % means a stronger effect; in the data active means a potency from the dose series; inconclusive means CPE inhibition mostly from about 23% at the one dose, without a potency; inactive means the rest, 99 in 100 with CPE inhibition below about 21%; further: strong numbers were not always called active
UTI89 phage lysis: inhibition of K1F phage lysis, E. coli UTI89, bacterial capsule biogenesis inhibitors, alamar blue (AID 488966). E. coli UTI89 K1F phage lysis, alamar blue, 2 h; higher % means a stronger effect. inhibition, % at 100 µM, or IC50 in µM where a hit was titrated. 340,000 compounds, 0.02% hits;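 active means phage lysis inhibition, versus mean bacterial control, above a set limit; inconclusive means no clear call, values can overlap the other calls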;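 further: capsule biogenesis inhibitors block K1F phage lysis so surviving cells raise fluorescence; higher fluorescence means more inhibition of phage lysis; actives were called in the ten point dose series up to 300 µM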
TNAP activators: human TNAP enzyme activators, primary screen, biochemical, luminescent, no phosphate acceptor, uHTS (AID 1001); purified TNAP, luminescent activation assay, no phosphate acceptor; higher activation fold means a stronger effect; activation fold at 20 µM; hits with a dose series show EC50 in µM; 200,000 compounds, 0.03% hits; in the data active means activation fold from about 3, or a potency from the dose series; inactive means the rest, 99 in 100 with activation fold below about 1.6; further: many of its hits are not listed in these tables
T cell HTS: T cell immune modulation candidate; 2C CD8+ T cell-vesicle binding, flow cytometry; active compounds read low; AID 2052; calls only at 7 µM; 330,000 compounds, 0.068% hits;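 active means response, share of CD8 T cells binding vesicles, and their 90th percentile fluorescence all below set limits, cut at about 80% in these data, passing the limit was not always enough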
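incubation = binding step 1.5 h, 37 °C, antibody labelling 20 min, ice | test system = 2C mouse CD8+ T cells | read-out basis = percent CD8+ FL2 mean versus row control | controls = Peptide-free naked vesicles (low) and QL9 vesicles with 0.7% DMSO vehicle (high) | detection = flow cytometry of vesicle-bound cells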
Myeloid diff MLP: promotes myeloid progenitor differentiation; ER-HoxA9 myeloid progenitors, lysozyme-GFP differentiation, flow cytometry; calls only at 10 µM; 360,000 compounds, 1% hits; AID 624256;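 active means normalized GFP-positive differentiation at or above the plate's own cutoff, the solvent-only control mean plus 3 SD; inconclusive means no clear call, values can overlap the other calls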;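 further: cells exposed to compound for four days before flow analysis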
Large T inhibition: TAg ATPase/helicase activity blockers – biochemical (AID 1903) | SV40 large T antigen ATPase/helicase inhibition assay; higher % means a stronger effect | one-dose inhibition, % at 20 µM; IC50 in µM for titrated hits | 310,000 compounds, 0.39% hits; in the data active means a potency from the dose series; inconclusive means inhibition mostly from about 32% at the one dose, without a potency; inactive means the rest, 99 in 100 with inhibition below about 32%; further: strong numbers were not always called active
NTR1 agonist: agonists of NTR1, primary screen, imaging, U2OS cells, beta-arrestin-GFP, high content (AID 493036); P30989; NTR1-U2OS beta-arrestin-GFP spot imaging, agonist mode; activation, % at 20 µM; 330,000 compounds, 0.17% hits;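 active means activation at or above 40% of the spot to cytoplasm intensity ratio, with at least 20 cells analyzed; inconclusive means wells under 20 cells, flagged as cytotoxic or low count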;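 further: 0% = DMSO without peptide and 100% = 100 nM NTR1 peptide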
Target sequence (P30989 whole entry, looked up): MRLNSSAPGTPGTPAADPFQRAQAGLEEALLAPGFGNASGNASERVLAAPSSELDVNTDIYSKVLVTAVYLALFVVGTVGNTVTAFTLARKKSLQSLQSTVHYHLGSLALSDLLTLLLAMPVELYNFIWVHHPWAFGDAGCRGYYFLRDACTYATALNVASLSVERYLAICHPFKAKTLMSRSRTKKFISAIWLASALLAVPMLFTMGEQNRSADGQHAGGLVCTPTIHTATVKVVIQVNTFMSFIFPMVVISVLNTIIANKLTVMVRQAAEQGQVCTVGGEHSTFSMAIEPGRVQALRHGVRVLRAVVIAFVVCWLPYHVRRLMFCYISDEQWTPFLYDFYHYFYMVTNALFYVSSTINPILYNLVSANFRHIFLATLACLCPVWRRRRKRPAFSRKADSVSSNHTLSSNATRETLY
T cell HTS vesicle-bound %: recorded beside T cell HTS, whose call it bears; double positive events, %; measured here: CD8+ vesicle-bound cell fraction;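 binding gate set so that unloaded-vesicle control wells show 10% double positive cells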
NTR1 agonist cell count 20 µM: recorded beside NTR1 agonist, whose call it bears; cell count; measured here: cell count, cytotoxicity flag
Myeloid diff MLP GFP+ MAC1+ %: second read-out of Myeloid diff MLP, no call of its own (marks repeat the call); GFP+ MAC1+ double positive, %; measured here: differentiation confirmed by MAC1 staining
* marks the source's active call; other numbers are inactive results; [ ] = another dose, or the depositor's remark. Random draw from the library, and some 2.3% of all compounds hit somewhere here.

What do the screens show for `COc1cccc(OC)c1C(=O)Nc1ccc(N2CCN(S(C)(=O)=O)CC2)cc1`?
Salmonella PhoP GFP: -3%; MgcRacGAP inhibition: 11%; RSV antiviral HEp-2: 3.2%; UTI89 phage lysis: 0.4%; TNAP activators: 1.1; T cell HTS: inactive; Myeloid diff MLP: inactive; Large T inhibition: 1%; NTR1 agonist: -2.0; T cell HTS vesicle-bound %: 8; NTR1 agonist cell count 20 µM: 92; Myeloid diff MLP GFP+ MAC1+ %: 1.4

How did CCOC(=O)C1=C(COC(=O)c2ccco2)NC(=O)NC1CC (centres undefined) do in these assays?
MgcRacGAP inhibition: 3%; RSV antiviral HEp-2: 1.2%; UTI89 phage lysis: 0.3%[50 µM]; T cell HTS: inactive; Myeloid diff MLP: inactive; NTR1 agonist: 1.0; T cell HTS vesicle-bound %: 52; NTR1 agonist cell count 20 µM: 89; Myeloid diff MLP GFP+ MAC1+ %: 0.8

How did CS(=O)(=O)N(CC(=O)N1CCCC1)Cc1ccc(Cl)c(Cl)c1 do in these assays?
Salmonella PhoP GFP: -15%; MgcRacGAP inhibition: 5%; RSV antiviral HEp-2: 0.1%; UTI89 phage lysis: 0.2%; T cell HTS: inactive; Myeloid diff MLP: inactive; Large T inhibition: 9%; NTR1 agonist: -0.5; T cell HTS vesicle-bound %: 57; NTR1 agonist cell count 20 µM: 62; Myeloid diff MLP GFP+ MAC1+ %: 0.5

How did O=C(N/N=C/c1c(F)cccc1Cl)C1CC1 do in these assays?
Salmonella PhoP GFP: -1%; MgcRacGAP inhibition: 8%; RSV antiviral HEp-2: 1.1%; UTI89 phage lysis: 0.0%; T cell HTS: inactive; Large T inhibition: 15%; NTR1 agonist: -1.8; T cell HTS vesicle-bound %: 33; NTR1 agonist cell count 20 µM: 50

How did COC(=O)c1ccc(N2CCOCC2)c(F)c1 do in these assays?
Salmonella PhoP GFP: -4%; MgcRacGAP inhibition: 4%; RSV antiviral HEp-2: 2.9%; UTI89 phage lysis: 0.1%; TNAP activators: 1.2; T cell HTS: inactive; Myeloid diff MLP: inactive; Large T inhibition: 1%; NTR1 agonist: -1.9; T cell HTS vesicle-bound %: 42; NTR1 agonist cell count 20 µM: 59; Myeloid diff MLP GFP+ MAC1+ %: 1.9

Results for O=[N+]([O-])c1ccccc1CNCCCCO ?
Salmonella PhoP GFP: 4%; MgcRacGAP inhibition: 5%; RSV antiviral HEp-2: 4.0%; UTI89 phage lysis: 0.2%; T cell HTS: inactive; Myeloid diff MLP: inactive; Large T inhibition: 0%; NTR1 agonist: 1.6; T cell HTS vesicle-bound %: 19; NTR1 agonist cell count 20 µM: 49; Myeloid diff MLP GFP+ MAC1+ %: 0.9

How did CC(CC(=O)Nc1ccc2c(c1)OCCO2)c1ccccc1 (centres undefined) do in these assays?
Salmonella PhoP GFP: -6%; MgcRacGAP inhibition: 1%; RSV antiviral HEp-2: 1.1%; UTI89 phage lysis: -0.1%; TNAP activators: 1; T cell HTS: inactive; Myeloid diff MLP: inactive; Large T inhibition: 7%; NTR1 agonist: 1.1; T cell HTS vesicle-bound %: 59; NTR1 agonist cell count 20 µM: 90; Myeloid diff MLP GFP+ MAC1+ %: 1.0

Results for Cc1nn(C)c(C)c1CN(C)C(=O)c1cnn2c1NC(c1ccccc1)CC2C(F)(F)F (centres undefined) ?
Salmonella PhoP GFP: -7%; MgcRacGAP inhibition: 13%; RSV antiviral HEp-2: 0.8%; UTI89 phage lysis: 0.1%; TNAP activators: 1.1; T cell HTS: inactive; Myeloid diff MLP: inactive; Large T inhibition: 18%; NTR1 agonist: 2.5; T cell HTS vesicle-bound %: 12; NTR1 agonist cell count 20 µM: 45; Myeloid diff MLP GFP+ MAC1+ %: 5.7

Results for CCCCOc1ccccc1P(=O)(O)CP(=O)(c1ccccc1)c1ccccc1 ?
Salmonella PhoP GFP: -10%; MgcRacGAP inhibition: 11%; RSV antiviral HEp-2: -0.6%; UTI89 phage lysis: -0.5%; TNAP activators: 1; T cell HTS: inactive; Myeloid diff MLP: inactive; Large T inhibition: 4%; NTR1 agonist: -1.5; T cell HTS vesicle-bound %: 13; NTR1 agonist cell count 20 µM: 49; Myeloid diff MLP GFP+ MAC1+ %: 0.6

Results for CCOC(=O)N1CCN(C(=O)C2CCN(S(=O)(=O)c3cc(Cl)ccc3Cl)CC2)CC1 ?
Salmonella PhoP GFP: 2%; MgcRacGAP inhibition: 3%; RSV antiviral HEp-2: -1.3%; UTI89 phage lysis: 0.2%; TNAP activators: 1; T cell HTS: inactive; Myeloid diff MLP: inactive; Large T inhibition: 10%; NTR1 agonist: 0.2; T cell HTS vesicle-bound %: 49; NTR1 agonist cell count 20 µM: 88; Myeloid diff MLP GFP+ MAC1+ %: 0.5

Results for COC(=O)Nc1ccc(NC(C)=O)cc1 ?
Salmonella PhoP GFP: -7%; MgcRacGAP inhibition: 6%; RSV antiviral HEp-2: 1.2%; UTI89 phage lysis: 0.1%; TNAP activators: 1.1; T cell HTS: inactive; Myeloid diff MLP: inactive; Large T inhibition: 23%; NTR1 agonist: -2.4; T cell HTS vesicle-bound %: 54; NTR1 agonist cell count 20 µM: 104; Myeloid diff MLP GFP+ MAC1+ %: 1.8

Results for CCN(CC(=O)Nc1c(F)cccc1F)C(=O)CN1c2cccc3cccc(c23)S1(=O)=O ?
Salmonella PhoP GFP: 5%; MgcRacGAP inhibition: 9%; RSV antiviral HEp-2: -1.1%; UTI89 phage lysis: 0.5%[50 µM]; T cell HTS: inactive; Myeloid diff MLP: inactive; Large T inhibition: 14%; NTR1 agonist: -0.2; T cell HTS vesicle-bound %: 43; NTR1 agonist cell count 20 µM: 64; Myeloid diff MLP GFP+ MAC1+ %: 0.7

How did Cn1c(CO)cnc1S(=O)(=O)Cc1c(Cl)cccc1Cl do in these assays?
Salmonella PhoP GFP: 4%; MgcRacGAP inhibition: 9%; RSV antiviral HEp-2: 0.3%; UTI89 phage lysis: 0.2%; T cell HTS: inactive; Myeloid diff MLP: inactive; Large T inhibition: 10%; NTR1 agonist: 0.7; T cell HTS vesicle-bound %: 39; NTR1 agonist cell count 20 µM: 98; Myeloid diff MLP GFP+ MAC1+ %: 0.5

What do the screens show for `COc1ccc(Cl)cc1NC(=O)C/C(C)=N/NC(=O)COc1ccc(C)cc1`?
Salmonella PhoP GFP: 4%; MgcRacGAP inhibition: 6%; RSV antiviral HEp-2: 2.0%; UTI89 phage lysis: 0.0%; T cell HTS: inactive; Myeloid diff MLP: inactive; Large T inhibition: 6%; NTR1 agonist: 0.2; T cell HTS vesicle-bound %: 22; NTR1 agonist cell count 20 µM: 53; Myeloid diff MLP GFP+ MAC1+ %: 0.4

How did COc1ccc(Cl)cc1NC(=O)CN(C)C(=O)c1cc2c(s1)CCCC2 do in these assays?
MgcRacGAP inhibition: 3%; UTI89 phage lysis: -0.1%[50 µM]; Myeloid diff MLP: inactive; NTR1 agonist: 5.2; NTR1 agonist cell count 20 µM: 48; Myeloid diff MLP GFP+ MAC1+ %: 1.5

Results for CC(C)NC(=O)N(O)C1N(C(C)C)C(=O)N(Cc2ccc3c(c2)OCO3)C1(C)C (centres undefined) ?
Salmonella PhoP GFP: -5%; MgcRacGAP inhibition: 0%; RSV antiviral HEp-2: 2.0%; UTI89 phage lysis: -0.6%; T cell HTS: inactive; Myeloid diff MLP: inactive; Large T inhibition: 2%; NTR1 agonist: -1.1; T cell HTS vesicle-bound %: 11; NTR1 agonist cell count 20 µM: 37; Myeloid diff MLP GFP+ MAC1+ %: 0.8

Results for CC1CCc2cc(F)ccc2N1C(=O)c1ccc2c(c1)OCO2 (centres undefined) ?
Salmonella PhoP GFP: 1%; MgcRacGAP inhibition: 4%; RSV antiviral HEp-2: 3.8%; UTI89 phage lysis: 0.9%; TNAP activators: 1; T cell HTS: inactive; Myeloid diff MLP: inactive; Large T inhibition: 22%; NTR1 agonist: -0.9; T cell HTS vesicle-bound %: 34; NTR1 agonist cell count 20 µM: 100; Myeloid diff MLP GFP+ MAC1+ %: 1.1

How did Cc1nc(NS(=O)(=O)c2cccs2)c2c3c(sc2n1)CCC3 do in these assays?
Salmonella PhoP GFP: 14%; MgcRacGAP inhibition: 1%; RSV antiviral HEp-2: 2.4%; UTI89 phage lysis: -0.7%; TNAP activators: 1.1; T cell HTS: inactive; Myeloid diff MLP: inactive; Large T inhibition: 8%; NTR1 agonist: 0.7; T cell HTS vesicle-bound %: 43; NTR1 agonist cell count 20 µM: 94; Myeloid diff MLP GFP+ MAC1+ %: 1.8

Results for O=C(COC(=O)c1ccccc1SCC(=O)N1CCCC1)NC1CCCCC1 ?
Salmonella PhoP GFP: -7%; MgcRacGAP inhibition: 7%; RSV antiviral HEp-2: 1.2%; UTI89 phage lysis: 1.2%[50 µM]; T cell HTS: inactive; Myeloid diff MLP: inactive; Large T inhibition: 7%; NTR1 agonist: 0.8; T cell HTS vesicle-bound %: 46; NTR1 agonist cell count 20 µM: 64; Myeloid diff MLP GFP+ MAC1+ %: 0.5

How did COc1ccccc1-n1cnnc1SCC(=O)Nc1cccc(S(N)(=O)=O)c1 do in these assays?
Salmonella PhoP GFP: 8%; MgcRacGAP inhibition: -19%; RSV antiviral HEp-2: -0.2%; UTI89 phage lysis: -0.4%; T cell HTS: inactive; Myeloid diff MLP: inconclusive; Large T inhibition: -5%; NTR1 agonist: 1.6; T cell HTS vesicle-bound %: 32; NTR1 agonist cell count 20 µM: 35

How did COc1ccc(CC2(C)OC(c3ccccc3)=NN2C(C)=O)cc1 (centres undefined) do in these assays?
Salmonella PhoP GFP: 1%; MgcRacGAP inhibition: 8%; RSV antiviral HEp-2: 2.5%; UTI89 phage lysis: 2.8%[50 µM]; TNAP activators: 1.1; T cell HTS: inactive; Myeloid diff MLP: inactive; Large T inhibition: 3%; NTR1 agonist: 2.0; T cell HTS vesicle-bound %: 6; NTR1 agonist cell count 20 µM: 54; Myeloid diff MLP GFP+ MAC1+ %: 0.8
